Screening results as filed in PubChem BioAssay.
ERAP1 inh – blocks human ERAP1 aminopeptidase activity; recombinant ERAP1, Leu-AMC fluorescence, 60 min; inhibition, % at 10.7 µM; 340,000 compounds, 0.15% hits;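 active = mean replicate inhibition of at least 30%, or all replicates individually reaching that 30% level; inactive = mean below 30% and not every replicate reaching it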;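 note: 0% = neutral control wells and 100% = L-leucinethiol positive control wells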
Target sequence (Q9NZ08 whole entry, looked up): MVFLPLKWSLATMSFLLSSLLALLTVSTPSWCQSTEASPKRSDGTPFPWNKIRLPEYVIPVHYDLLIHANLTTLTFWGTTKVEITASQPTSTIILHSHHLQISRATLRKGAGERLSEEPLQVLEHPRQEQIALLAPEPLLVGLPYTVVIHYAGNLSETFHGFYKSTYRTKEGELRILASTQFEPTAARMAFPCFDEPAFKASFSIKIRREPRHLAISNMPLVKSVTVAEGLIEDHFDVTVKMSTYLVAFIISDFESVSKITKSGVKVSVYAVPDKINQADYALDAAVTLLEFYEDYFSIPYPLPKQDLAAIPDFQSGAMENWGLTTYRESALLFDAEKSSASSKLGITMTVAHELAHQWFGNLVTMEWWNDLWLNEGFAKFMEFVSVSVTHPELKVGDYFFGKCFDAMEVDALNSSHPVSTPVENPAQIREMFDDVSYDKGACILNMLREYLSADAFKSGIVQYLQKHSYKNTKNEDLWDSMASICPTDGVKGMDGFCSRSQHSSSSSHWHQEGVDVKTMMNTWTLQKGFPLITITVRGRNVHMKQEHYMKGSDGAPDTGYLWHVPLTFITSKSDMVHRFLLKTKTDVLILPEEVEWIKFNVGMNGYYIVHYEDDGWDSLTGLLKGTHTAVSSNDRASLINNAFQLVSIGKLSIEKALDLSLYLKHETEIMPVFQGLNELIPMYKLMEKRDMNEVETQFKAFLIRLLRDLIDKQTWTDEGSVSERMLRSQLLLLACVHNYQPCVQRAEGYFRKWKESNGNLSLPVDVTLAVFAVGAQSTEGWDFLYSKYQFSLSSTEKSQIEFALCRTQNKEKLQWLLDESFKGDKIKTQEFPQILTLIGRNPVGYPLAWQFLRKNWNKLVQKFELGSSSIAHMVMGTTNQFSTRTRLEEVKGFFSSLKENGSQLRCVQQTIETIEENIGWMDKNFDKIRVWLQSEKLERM
E-sel inducer – induces E-selectin expression in human endothelial cells; HUVEC E-selectin immunofluorescence imaging; normalized: neutral wells 0, TNF-alpha wells 100; P16581; 260,000 compounds, 0.37% hits; activation, % at 7.58 µM; AID 686992;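 active = mean E-selectin-positive cell signal at least 10% of the positive control, reached in at least 60% of replicates, without over 20% cell loss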;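 note: in these data hits start at about 27%; measured in HUVEC primary endothelial cells; signal is the percent of cells scored E-selectin positive by PE staining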
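material = human umbilical vein endothelial cells (HUVEC), E-selectin induction | quantity = 3,000 cells/well | medium = EGM-2 growth medium on 0.1% gelatin-coated wells | technique = immunofluorescence imaging | read-out basis = % PE-positive cells | control set = TNF-alpha positive control, DMSO neutral control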
PglD inh – blocks C. jejuni PglD acetyltransferase activity | inhibition, % at 12.5 µM | purified PglD enzyme, DTNB colorimetric CoA detection | 360,000 compounds, 0.098% hits; in the data active = inhibition above about 16%, passing the limit was not always enough; note: strong numbers were not always called active
RAD54 inh – inhibitors of human RAD54 branch migration. Q92698. RAD54 Holliday junction branch migration, FAM/BHQ fluorescence. inhibition, % at 10.4 µM. 360,000 compounds, 0.14% hits. AID 602329;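 active = mean normalized replicate activity at least 40 and at least half of replicates scoring 40 or more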;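 note: 0% = median of neutral control wells and 100% = median of positive control wells; inhibitors cause a drop in the FAM fluorescence signal; in these data hits start at about 50%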
miR-122 sensor – miR-122 inhibition in Huh7 cells. Huh7 miR-122 Renilla luciferase sensor, 48 h; neutral wells = 0, positive control = 100. 340,000 compounds, 0.3% hits. activation (reporter increase), % at 12.5 µM;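 active = mean replicate activation score at least 90 and every replicate individually at or above 90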;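 note: higher luciferase means less miR-122 activity so hits act as miR-122 inhibitors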
PGC1a acetyl inh – modulators of PGC1a acetylation | U2OS PGC1a acetylation, AlphaScreen anti-acetyl-lysine; with virally co-expressed GCN5 acetyltransferase | inhibition, % at 15.6 µM | 350,000 compounds, 0.17% hits;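 active = every replicate shows inhibition of at least 40%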;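 note: 0% = neutral control wells and 100% = positive control wells; some results beyond the cut were filed as inactive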
RAD52 anneal inh – RAD52 (human) annealing inhibition; P43351; recombinant RAD52 DNA annealing, FRET fluorescence; inhibition, % at 18.7 µM; 360,000 compounds, 0.46% hits;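 active = every replicate showing at least 50% inhibition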
Cneo AK release – Cryptococcus neoformans lysis via adenylate kinase release; C. neoformans lysis, adenylate kinase release luminescence, 4 h; normalised: neutral wells 0, clomiphene wells 100; lysis activity, % at 15 µM; 360,000 compounds, 0.2% hits;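 active = mean lysis activity across replicates of at least 80%, whatever share of replicates individually reach that level; inactive = mean lysis activity below 80%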
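Assay system: Cryptococcus neoformans yeast cells / Dosing: single-point compound dose / Timing: 4 h at 37 °C static, read 1 h later / Measured by: luminescence of released adenylate kinase using an AK detection reagent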
* = called active by the depositor; x = not tested or not shown; [ ] = another dose, or the depositor's remark.

1: COC(=O)c1ccc(C(=S)N2CCCCC2)cc1
2: COc1ccc(CCNC(=O)COc2cc(O)c3c(c2)OC(C)(C)CC3=O)cc1
3: C[C@H]1CCCCO[C@@H](CN(C)Cc2ccc3c(c2)OCO3)[C@@H](C)CN([C@@H](C)CO)C(=O)c2cc(NC(=O)Nc3ccc(F)cc3)ccc2O1
4: Cc1nc2c(Cl)c(C)nn2c2c1CCC2
5: Cn1sc(=O)c2cc(S(=O)(=O)NC3CC3)ccc21
6: O=C(Nc1ccc(F)cc1)N1C[C@@H]2[C@H](c3ccccc31)[C@H](CO)N2Cc1cocn1
7: COc1cccc(CNC(=O)CSc2nc(=O)n(Cc3ccncc3)c3c2CCC3)c1
8: CC1(C)CC(NC(=O)c2sc3cc(Cl)ccc3c2Cl)CC(C)(C)N1
Screen / compound no.,1,2,3,4,5,6,7,8
PGC1a acetyl inh,-11,0,-6,-1,2,-3,-4,4
RAD52 anneal inh,6,-4,-5,-1,-13,-13,-9,7
E-sel inducer,2.3,x,0.2,-0.1,x,-0.2,x,0.4
miR-122 sensor,4,0,-5[16.7 µM],-2,-6,-3[16.7 µM],-5,x
ERAP1 inh,-2,1,2,1,x,-2,-4,-7
PglD inh,-3,3,4,1,9,-1,4,x
RAD54 inh,0,-9,-2,-7,-3,-6,-2,x
Cneo AK release,1,-2,13,-1,1,91*,1,x

9: Cc1cc(NC(=O)CCC(=O)N(Cc2ccco2)C(C(=O)NC2CCCC2)c2ccccc2F)no1 (configuration not stated)
10: COCCN1CC(C(=O)N2CCC(Oc3ccccc3OC)CC2)CCC1=O (configuration not stated)
11: O=C(CCCC(=O)Nc1cccc(Br)c1)N/N=C/c1cc([N+](=O)[O-])ccc1O
12: Cc1ccc(N(c2ncnc(N)c2[N+](=O)[O-])C2CCCCC2)cc1
13: C[C@H](CO)N1C[C@H](C)[C@H](CN(C)C(=O)Nc2ccc3c(c2)OCO3)Oc2ccc(NC(=O)Nc3ccc4c(c3)OCO4)cc2C1=O
14: N#Cc1ccccc1CSc1nc(N)cc(N)n1
15: CCCNC(=O)N1[C@@H](C#N)[C@@H](c2ccc(C#Cc3ccc(F)cc3)cc2)[C@@H]1CO
16: CC(OC(=O)c1nsc(Cl)c1Cl)C(=O)NC1CCCCC1 (configuration not stated)
Screen / compound no.,9,10,11,12,13,14,15,16
PGC1a acetyl inh,2,2,0,-8,1,x,-14,-5
RAD52 anneal inh,x,-13,-7,x,9,-24,-30,4
E-sel inducer,x,x,-1.2,x,-0.2,x,-0.4,-0.1
miR-122 sensor,0,1,1,-5,-12[16.7 µM],-18,x,-2
ERAP1 inh,x,5,2,x,-4,-2,1,-4
PglD inh,-5,-1,4,1,2,-5,-3,1
RAD54 inh,0,9,-1,2,-3,-1,3,3
Cneo AK release,2,0,-1,2,-1,1,-4,-2

17: CCOc1cc(N2CCOCC2)c(OCC)cc1NC(=O)C1CC(=O)N(c2ccccc2OCC)C1 (configuration not stated)
18: O=C(NC1CC1)c1cc(Cl)nc2ccccc12
19: O=C(C[C@H]1CC[C@@H](NS(=O)(=O)c2ccccc2F)[C@@H](CO)O1)NCCCN1CCOCC1
20: COc1ccc(S(=O)(=O)N(C)C[C@@H]2OCCCC[C@H](C)Oc3ccc(NS(=O)(=O)c4ccc(Cl)cc4)cc3C(=O)N([C@@H](C)CO)C[C@H]2C)cc1
21: O=c1nc(N2CCCCCC2)nc(N2CCCCCC2)[nH]1
22: Cc1ccc(C(Sc2ccccc2)C(Cn2cncn2)C(=O)c2ccccc2)cc1 (configuration not stated)
23: Nc1c(C(=O)NCc2ccco2)sc2nc(N3CCOCC3)c3c(c12)CCCC3
24: C[C@H]1CCCCO[C@@H](CN(C)C)[C@@H](C)CN([C@@H](C)CO)C(=O)c2cc(NC(=O)CCCN(C)C)ccc2O1
Screen / compound no.,17,18,19,20,21,22,23,24
PGC1a acetyl inh,-1,-5,3,14,4,-5,2,-20
RAD52 anneal inh,-3,0,-3,1,x,x,x,-5
E-sel inducer,7.2,-0.3,0.0,0.0,x,x,x,0.0
miR-122 sensor,-3,-4,1[16.7 µM],x,-3,-1,89,2[16.7 µM]
ERAP1 inh,3,0,0,2,x,x,x,1
PglD inh,-1,-5,4,x,-1,2,5,3
RAD54 inh,2,5,0,x,2,-2,3,4
Cneo AK release,-1,0,0,x,-2,0,-2,1

Full records from above:
Cc1ccc(C(Sc2ccccc2)C(Cn2cncn2)C(=O)c2ccccc2)cc1 (configuration not stated) is listed with PGC1a acetyl inh = -5; RAD52 anneal inh = x; E-sel inducer = x; miR-122 sensor = -1; ERAP1 inh = x; PglD inh = 2; RAD54 inh = -2; Cneo AK release = 0
COc1ccc(S(=O)(=O)N(C)C[C@@H]2OCCCC[C@H](C)Oc3ccc(NS(=O)(=O)c4ccc(Cl)cc4)cc3C(=O)N([C@@H](C)CO)C[C@H]2C)cc1 is listed with PGC1a acetyl inh = 14; RAD52 anneal inh = 1; E-sel inducer = 0.0; miR-122 sensor = x; ERAP1 inh = 2; PglD inh = x; RAD54 inh = x; Cneo AK release = x

Later entries:
25: O=C(CSc1n[nH]c(-c2ccccc2)n1)NC1CCCCC1
26: Cc1cccc(Nc2ccccc2C(=O)O)c1C
27: COc1cc(/C=N/NS(=O)(=O)c2ccc3ccccc3c2)ccc1OCCN1CCOCC1
28: CCOc1cc(CNCCc2ccc(S(N)(=O)=O)cc2)ccc1OCC(=O)NC(C)(C)C
29: COc1ccc(NC(=O)N(C)C[C@@H]2Oc3ccc(NC(=O)Nc4ccc(C(F)(F)F)cc4)cc3CC(=O)N([C@H](C)CO)C[C@@H]2C)cc1
30: CC(C)NC(=O)N(C)C[C@@H]1OCCCC[C@@H](C)Oc2ccc(NS(=O)(=O)c3cccs3)cc2C(=O)N([C@@H](C)CO)C[C@H]1C
31: Cc1cccc2c3c([nH]c12)CCNC3
32: O=C(Nc1ccc(F)cc1)N[C@@H]1CC[C@H](CCNS(=O)(=O)c2ccccc2F)O[C@@H]1CO
Screen / compound no.,25,26,27,28,29,30,31,32
PGC1a acetyl inh,-6,2,15,5,-1,1,4,0
RAD52 anneal inh,-2,-16,x,x,-10,3,21,-1
E-sel inducer,0.3,2.4,x,x,0.1,x,0.2,-0.3
miR-122 sensor,x,4,1,-3,4[16.7 µM],2[16.7 µM],-9,x
ERAP1 inh,2,5,x,x,2,1,2,1
PglD inh,6,1,-7,-2,-1,-1,-4,-2
RAD54 inh,2,4,0,-1,2,2,-2,-8
Cneo AK release,-2,0,-2,1,-59,-2,2,1

33: CCOC(=O)C(=CNc1ccc(Oc2cccnc2)nc1)C(=O)OCC
34: C[C@@H]1CN([C@H](C)CO)C(=O)Cc2cc(N(C)C)ccc2O[C@H]1CN(C)C(=O)Nc1cccc2ccccc12
35: CN(CC(=O)Nc1cccc(F)c1)C(=O)c1ccc2c(c1)S(=O)(=O)N=C1CCCCCN12
36: O=C(CNC(=O)c1cccs1)N=Nc1c(O)[nH]c2ccc([N+](=O)[O-])cc12
37: O=C(Cn1ncc2c3ccccc3n(Cc3ccccc3)c2c1=O)NCCCN1CCOCC1
38: O=C(CSc1oc(-c2cccs2)nc1S(=O)(=O)c1ccc(F)cc1)NCC1CCCO1 (configuration not stated)
39: C[C@@H]1CN([C@@H](C)CO)S(=O)(=O)c2ccc(C3=CCCC3)cc2O[C@@H]1CN(C)S(=O)(=O)c1ccc(F)cc1
40: O=C(C[C@H]1C[C@H]2c3cc(NC(=O)c4ccc5c(c4)OCO5)ccc3O[C@H]2[C@@H](CO)O1)NCc1ccc(Cl)cc1
Screen / compound no.,33,34,35,36,37,38,39,40
PGC1a acetyl inh,-8,4,14,-9,3,0,3,-2
RAD52 anneal inh,-15,11,-3,-6,-5,0,-14,-21
E-sel inducer,11,-3.9,0.6,x,x,-0.1,-0.2,5.1
miR-122 sensor,-6,-8[16.7 µM],-5,1,6,3,5[16.7 µM],-5[16.7 µM]
ERAP1 inh,1,-1,-4,0,0,-4,0,-6
PglD inh,x,1,6,0,2,-1,6,-3
RAD54 inh,x,7,2,-14,-13,-5,7,2
Cneo AK release,x,4,-1,2,0,1,-2,-2

41: CCCCC[C@H](O)/C=C/[C@H]1CCC(=O)[C@@H]1CCCCCCC(=O)N1CCCCC1CO (some centres not stated)
42: NCC[C@H]1CC[C@@H](NC(=O)C2CCCC2)[C@H](CO)O1
43: CCCc1nc(SCC(=O)Nc2cc(C)on2)c2ccccc2n1
44: COc1ccc(CC(=O)NNS(=O)(=O)c2ccccc2[N+](=O)[O-])cc1OC
45: CCS(=O)(=O)Nc1ccc2c(c1)C(=O)N(C)[C@@H]1CC[C@H](CC(=O)OC)O[C@@H]1CO2
46: Cc1ccccc1-n1nc2c(c1NC(=O)C1CC1)CS(=O)(=O)C2
47: Cc1ccc([C@@H]2CC(=O)[C@@H]3CN(S(=O)(=O)c4ccc(C)cc4)[C@H](c4ccccc4)C[C@@H]3N2S(=O)(=O)c2ccc(Cl)cc2)cc1
48: CCOC(=O)[C@H]1[C@H]2COc3ccc(Br)cc3[C@H]2N2C(=O)CN(CCc3c[nH]c4ccccc34)C(=O)[C@@]12C
49: O=C(c1cccc(F)c1)N1CC(=O)N2[C@@H](CO)[C@H](c3ccc(C#Cc4ccc(F)cc4)cc3)[C@@H]2C1
50: Nc1nc2ccc(C(=O)N3CCCCC3)cc2s1
51: COc1ccccc1N(C)S(=O)(=O)c1ccc(C(=O)NCC(C)C)cc1
Screen / compound no.,41,42,43,44,45,46,47,48,49,50,51
PGC1a acetyl inh,-4,6,0,-2,-4,1,-7,x,-8,-2,19
RAD52 anneal inh,4,-9,x,-8,6,-58,-16,-13,-22,-23,x
E-sel inducer,0.0,0.7,0.4,0.5,0.1,x,x,0.0,-0.8,x,x
miR-122 sensor,1,0[16.7 µM],-1,1,6[16.7 µM],0,-8,2,x,5,49
ERAP1 inh,-1,2,x,-3,0,-1,0,2,-2,-2,x
PglD inh,1,0,-3,-2,-2,-4,-2,0,x,1,2
RAD54 inh,-9,-18,4,-2,3,5,4,-3,x,-9,2
Cneo AK release,0,-5,-1,-2,3,2,2,-4,x,-2,4

Compounds from the list above that have a cyano group (2):
14: N#Cc1ccccc1CSc1nc(N)cc(N)n1
15: CCCNC(=O)N1[C@@H](C#N)[C@@H](c2ccc(C#Cc3ccc(F)cc3)cc2)[C@@H]1CO
Screen / compound no.,14,15
PGC1a acetyl inh,x,-14
RAD52 anneal inh,-24,-30
E-sel inducer,x,-0.4
miR-122 sensor,-18,x
ERAP1 inh,-2,1
PglD inh,-5,-3
RAD54 inh,-1,3
Cneo AK release,1,-4
